Bcl-W Bim block – human Bim-Bcl-W interaction inhibition; inhibition, % at 10 µM; bead-based flow cytometry, Bim peptide-Bcl-W binding; AID 952; Q92843; hit rate 0.02% among 190,000;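 further: 0% = bound tracer without compound and 100% = peptide blocker; higher means less fluorescent Bim peptide bound to Bcl-W beads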
Target sequence (Q92843 whole entry, looked up): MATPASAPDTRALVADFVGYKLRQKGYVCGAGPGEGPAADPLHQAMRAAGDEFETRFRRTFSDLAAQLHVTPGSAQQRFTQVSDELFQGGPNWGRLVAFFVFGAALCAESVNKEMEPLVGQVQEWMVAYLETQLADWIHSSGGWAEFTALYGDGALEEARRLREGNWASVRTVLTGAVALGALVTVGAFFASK
Bim-Bcl-B – human Bim-Bcl-B interaction inhibition. Q9HD36. bead-based flow cytometry, Bim peptide-Bcl-B binding. inhibition, % at 10 µM. hit rate 0.073% among 190,000. AID 951;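 further: 0% = tracer peptide without compound and 100% = reference inhibitor peptide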
Bfl-1 Bim block – inhibitors of Bim-Bfl-1 interaction, human. hit rate 0.12% among 190,000. Q16548. inhibition, % at 10 µM. Bead-based flow cytometry, Bim-Bfl-1 binding inhibition. AID 1008;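 further: 0% = wells without compound plus tracer and 100% = blocker peptide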
Rac1 wt GTP bind – human Rac1 wildtype GTP binding, inhibitors and activators; AID 757; P63000; hit rate 0.27% among 190,000; GST-Rac1 beads, fluorescent GTP binding, flow cytometry; actives lie on both sides; 0 = cold GTP competed, 100 = untreated; GTP binding activity (% of control), % at 10 µM;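 active means GTP binding activity at least 20 points away from the 100% control level, either lower or higher; inconclusive means compound flagged as likely green fluorescent, judged across all proteins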
Rab2A wt mod – changes GTP binding to wildtype dog Rab2A, up or down; P61105; GST-Rab2 wt beads, Bodipy-GTP binding, flow cytometry; GTP binding activity, % at 10 µM; hit rate 0.19% among 190,000; AID 760;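 active means GTP binding activity at least 20 points away from 100%, either lowered or raised; inconclusive means signal likely due to the compound's own green fluorescence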;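 further: 0% = beads with excess unlabeled GTP and 100% = no-compound control corrected for plate trend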
Bim-Bcl-XL – human Bim-Bcl-XL interaction inhibition; Q07817; Bim peptide-Bcl-XL binding, bead flow cytometry, fluorescence; inhibition, % at 10 µM; hit rate 0.04% among 190,000; AID 1007
Target sequence (Q07817 whole entry, looked up): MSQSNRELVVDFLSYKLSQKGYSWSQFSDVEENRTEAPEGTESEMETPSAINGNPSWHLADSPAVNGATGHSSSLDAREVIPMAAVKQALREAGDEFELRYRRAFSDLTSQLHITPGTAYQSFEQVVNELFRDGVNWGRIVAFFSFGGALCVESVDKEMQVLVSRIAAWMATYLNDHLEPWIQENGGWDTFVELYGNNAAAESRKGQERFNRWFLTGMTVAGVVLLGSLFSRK
Bcl-2 Bim block – human Bim-Bcl-2 interaction inhibition. P10415. Bead-based flow cytometry, Bim peptide-Bcl-2 binding. inhibition, % at 10 µM. hit rate 0.06% among 190,000. AID 950; in the data active means inhibition above about 40%; inconclusive means no clear call, values can overlap the other calls;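 further: 0% = no compound wells with probe peptide and 100% = reference peptide inhibitor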
Target sequence (P10415 whole entry, looked up): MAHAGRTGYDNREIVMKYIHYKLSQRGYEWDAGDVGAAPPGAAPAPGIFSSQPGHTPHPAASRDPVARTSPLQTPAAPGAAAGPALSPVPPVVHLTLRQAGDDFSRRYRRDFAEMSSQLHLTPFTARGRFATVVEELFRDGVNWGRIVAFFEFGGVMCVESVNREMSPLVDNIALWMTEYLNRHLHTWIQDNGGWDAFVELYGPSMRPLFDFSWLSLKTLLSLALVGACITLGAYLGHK
Cdc42 wt GTP – modulators (inhibitors or activators) of GTP binding to human Cdc42 wildtype; P60953; GST-Cdc42 beads, Bodipy-GTP binding, flow cytometry; actives lie on both sides; percent activity (GTP binding), % at 10 µM; hit rate 0.2% among 190,000; AID 761;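 active means percent activity GTP binding at least 20 points away from the 100% baseline, either down as inhibitor or up as activator; inconclusive means compound flagged as likely green fluorescent from well-wide comparison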;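 further: median bead fluorescence of bound Bodipy-FL-GTP at 100 nM; 0% = excess unlabeled GTP control and 100% = no compound control; below 100% means less GTP binding so inhibitor and above means activator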
Target sequence (P60953 whole entry, looked up): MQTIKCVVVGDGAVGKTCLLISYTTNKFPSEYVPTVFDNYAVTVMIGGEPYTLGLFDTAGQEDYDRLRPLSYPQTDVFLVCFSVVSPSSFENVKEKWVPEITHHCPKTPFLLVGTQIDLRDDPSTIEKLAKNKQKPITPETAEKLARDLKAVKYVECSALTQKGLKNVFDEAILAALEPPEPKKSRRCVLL
Rab7 wt modul – modulators of GTP binding to dog Rab7 wildtype GTPase. GST-Rab7 beads, fluorescent GTP binding, flow cytometry; actives lie on both sides; untreated = 100%, excess cold GTP = 0%. GTP binding activity (percent of control), % at 10 µM. hit rate 0.055% among 190,000. AID 758;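 active means fluorescent GTP binding to Rab7 beads changed by at least 20 points from the 100% baseline, either direction, mostly lower; inconclusive means compound itself probably fluorescent, or too few beads counted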;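 further: median green fluorescence of bound Bodipy-FL-GTP per Rab7 bead population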
Rac1 mut GTP – human Rac1 activated mutant GTP binding change | P63000 | GST-Rac1 activated beads, fluorescent GTP binding, flow cytometry; actives lie on both sides; 100% means binding = to untreated wells | percent activity (GTP binding), % at 10 µM | hit rate 0.11% among 190,000;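 active means GTP binding at least 20 percentage points away from the 100% baseline, in either direction, so actives lie on both sides; inconclusive means Compound likely fluorescent itself, or too few beads counted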
HRas wt GTP bind – modulators of GTP binding to human HRas wildtype. GST-Ras wt beads, Bodipy-FL-GTP binding, flow cytometry; actives lie on both sides. GTP binding activity, % at 10 µM. AID 759. P01112. hit rate 0.14% among 190,000;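 active means GTP binding activity at least 20% away from the 100% baseline, either lowered as inhibitor or raised as activator; inconclusive means flagged as likely green fluorescent, judged across all proteins in the well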;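 further: 0% = unlabeled GTP competition control and 100% = no-compound control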
Target sequence (P01112 whole entry, looked up): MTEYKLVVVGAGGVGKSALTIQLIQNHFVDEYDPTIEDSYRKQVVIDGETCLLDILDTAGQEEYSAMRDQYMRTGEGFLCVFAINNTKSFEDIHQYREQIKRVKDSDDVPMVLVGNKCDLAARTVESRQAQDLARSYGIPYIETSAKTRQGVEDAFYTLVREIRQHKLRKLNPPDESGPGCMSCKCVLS
* = called active by the depositor; ? = inconclusive. Unless noted, no stated cut-off is given here; in the data, active means inhibition above about 40%.

Bcl-W Bim block	Bim-Bcl-B	Bfl-1 Bim block	Rac1 wt GTP bind	Rab2A wt mod	Bim-Bcl-XL	Bcl-2 Bim block	Cdc42 wt GTP	Rab7 wt modul	Rac1 mut GTP	HRas wt GTP bind	SMILES
1	-1	-3	97	92	-4	-4	92	91	92	93	NNC(=O)CSc1nc(-c2ccccc2)nc2c1CCCC2
2	-4	-4	109	104	-1	1	106	105	102	105	CCn1c(SCCC(=O)O)nnc1-c1cccnc1
2	-2	5	99	100	2	-1	98	96	99	98	Cc1nc(SCC(=O)Nc2ccc(N3CCOCC3)cc2)nc(C)c1C
-1	-2	10	101	100	-1	-1	101	102	97	101	Cc1ccc(-c2c(C)c(-c3ccc(F)cc3)nc(N)c2C#N)o1
2	-1	-4	93	95	2	0	100	107	94	98	COCCn1c(SCc2cc(=O)n3cc(C)ccc3n2)nc2ccccc2c1=O
0	-2	-2	99	97	-1	0	97	99	98	97	Cc1ccc(Cn2ccc(NC(=O)c3cc4nc5c(c(C(F)(F)F)n4n3)CCc3ccccc3-5)n2)cc1
-1	-6	-5	95	93	-2	-4	93	95	91	92	CC(=O)OCC1=C(C(=O)O)N2C(=O)C(NC(=O)c3ccc(COc4c(C)cccc4Cl)o3)C2SC1 (stereo not given)
-1	0	0	106	105	0	-1	108	102	103	106	COc1ccc(-c2c3c(=O)n(C)c(=O)n(C)c3cn2Cc2ccccn2)cc1
0	-10	-9	92	95	-6	-11	96	91	92	94	CC(=O)c1c(C(C)=O)c(C)n(-c2ccc(C(=O)O)cc2)c1C
2	-4	-5	105	101	-2	-1	105	100	101	102	CCC(=O)Nc1ccc2oc(-c3ccccc3Br)nc2c1
2	-2	-3	99	97	2	-2	97	97	96	98	CC1CCCCN1Cc1nc2c(c(=O)n(C)c(=O)n2C)n1Cc1c(F)cccc1Cl (stereo not given)
-7	-10	-5	104	101	-8	-12	105	101	101	102	CCCCCOc1ccc(/C=C/C(=O)NCCc2nc3ccccc3[nH]2)cc1OC
0	-17	-5	103	98	-1	-6	99	96	94	100	CCn1c(-c2cccc(Cl)c2)n[nH]c1=S
-1	-7	-6	102	98	-7	-7	100	96	96	100	O=C(/C=C\c1ccco1)Nc1nc(-c2ccc3ccccc3c2)cs1
0	-6	-6	103	101	0	-9	100	101	99	100	CC(=O)Oc1ccc2c(c1)c(C(C)=O)c(C)n2C
-3	0	0	98	102	0	0	100	99	99	98	Cc1nn(-c2ccccc2)c(C)c1/C=N/NC(=O)c1cc(-c2ccc(Cl)s2)[nH]n1
-6	-7	-3	105	98	-6	-4	102	91	100	102	Cc1ccc(OCC(O)CN2C(=O)NC(C)(C)C2=O)cc1 (stereo not given)
-5	-1	-2	104	101	-2	-5	103	101	101	102	N#CCC(CNc1ncc(C(F)(F)F)cc1Cl)OC(=O)c1ccc(Cl)cc1 (stereo not given)
2	-3	-5	99	99	-3	-6	99	97	97	101	COc1ccc(C2C(C#N)=C(N)Oc3cc(C)[nH]c(=O)c32)c(OC)c1OC (stereo not given)
0	-41	1	98	101	-7	-4	98	107	97	98	Fc1ccc(-n2c(CN3CCCCC3)n[nH]c2=S)cc1
-4	-6	-10	107	95	-4	-5	101	101	101	101	N#Cc1cc(C(=O)c2ccccc2OCC(=O)Nc2ccccc2Cl)cn(C2CCCCC2)c1=O
-3	-5	-2	107	103	-4	-1	98	98	102	102	COc1ccc(CCNC(=O)CCS(=O)(=O)c2ccc(Br)cc2)cc1OC
0	-3	-4	97	95	0	0	96	96	95	96	O=C(O)C1=C[C@@H](C2CC2)C[C@@H](OCc2ccc(CO)cc2)O1
-2	-7	-10	97	95	-2	-4	97	94	95	96	O=C(c1cccnc1)N1CCN(S(=O)(=O)c2ccc(F)cc2)CC1
-2	-5	-11	103	100	-2	-5	103	102	100	102	CCCCNC(=O)CC1N=C2c3ccccc3N=C(SCC(=O)Nc3ccccc3OC)N2C1=O (stereo not given)
-2	-5	-4	99	98	-7	-7	99	96	97	98	CCN(C(=O)CN(C)Cc1cccc(Cl)c1Cl)c1c(N)n(Cc2ccccc2)c(=O)[nH]c1=O
3	4	2	98	103	4	1	102	101	94	101	COCCCNC(=O)CN(c1ccc(OC)cc1)S(=O)(=O)c1ccc(NC(C)=O)cc1
-2	-9	-3	95	95	-2	0	94	95	96	94	CCCn1c(O)c(C=Nc2ccccc2)sc1=S
2	3	-1	98	98	0	-1	100	96	98	100	Cn1cccc1CNC(=O)Nc1ccc(Cl)cc1
0	1	0	?	?	-4	-1	?	?	?	?	Brc1[nH]nc2ccccc12

(continued)
Bcl-W Bim block	Bim-Bcl-B	Bfl-1 Bim block	Rac1 wt GTP bind	Rab2A wt mod	Bim-Bcl-XL	Bcl-2 Bim block	Cdc42 wt GTP	Rab7 wt modul	Rac1 mut GTP	HRas wt GTP bind	SMILES
-3	-10	-8	101	101	-5	-11	101	100	98	99	CCc1c(C(=O)NCc2ccccc2Cl)[nH]c(C)c1C(C)=O
0	-5	-6	96	96	-7	-8	97	97	96	95	COc1ccc(Cl)cc1S(=O)(=O)N1CCCC1=O
2	-2	-3	98	91	0	0	92	92	94	94	Cc1[nH]c2ccccc2c1C(=O)C(C)OC(=O)c1ccc([N+](=O)[O-])o1 (stereo not given)
1	4	4	96	93	2	0	93	92	90	96	Cc1ccccc1S(=O)(=O)Nc1cccnc1
2	-3	-6	100	99	0	-2	99	104	95	100	Cn1cc(C=O)c2ccccc21
0	-3	0	100	96	0	0	100	96	99	99	O=C1/C(=C/c2cccs2)SC(=S)N1c1ccccc1
0	-1	-1	99	100	-3	0	99	106	98	99	Cc1ccc(C(c2nnnn2CC2CCCO2)N2CCN(C(=O)c3ccco3)CC2)cc1 (stereo not given)
0	-5	-12	104	100	-4	-10	100	99	100	101	O=C(Nc1ccc2c(c1)OCO2)c1ccc(Cl)nc1
0	-2	0	100	99	0	-5	97	97	97	98	O=C(CCNC(=O)c1ccccc1)OCN1C(=O)c2ccccc2C1=O
-3	-8	-4	101	99	-5	-2	101	107	95	98	O=[N+]([O-])c1cc(/C=N/N2CCCCC2)ccc1Cl
-1	-3	0	108	101	-4	0	104	100	101	104	COc1cccc(CC(NC(C)=O)C(=O)NC2CCN(c3c(Cc4ccccc4)c(C)nc4ncnn34)CC2)c1 (stereo not given)
0	0	2	102	99	0	-1	101	99	98	99	COc1ccccc1CN(CC(=O)NCc1ccco1)C(=O)CNS(=O)(=O)c1ccc(C)cc1
6	0	-9	102	96	0	-1	103	95	98	100	O=P(CCC(F)(F)F)(CCC(F)(F)F)CCC(F)(F)F
3	3	0	105	107	1	-1	109	107	99	108	Cn1nnnc1SCC(=O)Nc1c(Cl)cccc1Cl
0	-2	-2	101	100	-2	-2	102	99	98	100	COc1ccc(-c2coc3cc(OC)cc(O)c3c2=O)cc1
-6	-5	-4	102	101	-7	-3	100	99	99	100	Cc1noc(/C=C/c2ccco2)c1S(=O)(=O)N1CCC(C(=O)Nc2ccc(Cl)cn2)CC1
0	-2	-5	109	100	-1	0	104	98	100	100	O=C(Nc1ccc(-c2noc(-c3cccs3)n2)cc1)c1cccnc1
-1	-3	-8	98	95	-2	-3	97	99	94	97	O=C(O)c1cccc(NN=C2c3ccccc3-c3ccccc32)c1
-3	-2	-6	100	96	0	-6	100	94	100	98	CC(C)c1ccc(OCc2nc(-c3ccccn3)no2)c(Br)c1
0	-7	-10	104	98	-2	-4	98	103	97	100	NC(=O)Nn1c(CCC(=O)O)ccc1-c1ccc(Br)cc1
-9	-15	-12	100	96	-9	-4	98	96	97	97	Cc1cccc(NC(=O)CSc2nc3nc4c(cc3c(=O)n2-c2ccccc2)CCCC4)c1
2	5	2	90	94	3	4	94	94	95	95	Cc1ccc(C)c(Cn2c(=O)c3c(nc4n3CCN4Cc3ccco3)n(C)c2=O)c1
1	-6	-9	106	98	-2	-2	101	102	100	101	O=C(NC1CCCCCC1)C1CCN(S(=O)(=O)c2cccc3cccnc23)CC1
2	-3	-8	106	100	-4	-3	102	100	101	104	Cc1ccc(-c2csc(NC(=O)c3cccc(N4C(=O)CCC4=O)c3)n2)o1
0	-2	-6	100	100	-1	-9	98	99	97	100	Cn1c(=O)c2cc(S(=O)(=O)Nc3ccc4c(c3)OCO4)ccc2n(C)c1=O
0	-6	-5	107	100	0	-1	96	103	96	99	COc1ccc2ccccc2c1CNCCCN1CCOCC1
-1	-3	-2	102	101	-3	0	102	101	101	102	CCc1cccc2c(C#N)cn(CC(=O)NCc3ccco3)c12
1	-1	0	97	94	-2	0	100	95	97	98	O=C(c1ccc(Br)s1)N1CCN(Cc2ccc3c(c2)OCO3)CC1
-1	-6	-9	99	100	-3	-3	99	97	97	101	COc1ccc(Cl)cc1S(=O)(=O)n1ccnc1C(C)C
-3	-6	1	103	100	-6	0	100	94	99	98	Cc1ccccc1C(=NCCCN(C)C)c1ccccc1C

4 entries from above, sorted by molecular weight, low to high:
Bcl-W Bim block	Bim-Bcl-B	Bfl-1 Bim block	Rac1 wt GTP bind	Rab2A wt mod	Bim-Bcl-XL	Bcl-2 Bim block	Cdc42 wt GTP	Rab7 wt modul	Rac1 mut GTP	HRas wt GTP bind	SMILES
0	-5	-12	104	100	-4	-10	100	99	100	101	O=C(Nc1ccc2c(c1)OCO2)c1ccc(Cl)nc1
-3	-6	1	103	100	-6	0	100	94	99	98	Cc1ccccc1C(=NCCCN(C)C)c1ccccc1C
-1	-3	-2	102	101	-3	0	102	101	101	102	CCc1cccc2c(C#N)cn(CC(=O)NCc3ccco3)c12
-1	-3	0	108	101	-4	0	104	100	101	104	COc1cccc(CC(NC(C)=O)C(=O)NC2CCN(c3c(Cc4ccccc4)c(C)nc4ncnn34)CC2)c1 (stereo not given)

Continuation.
Bcl-W Bim block	Bim-Bcl-B	Bfl-1 Bim block	Rac1 wt GTP bind	Rab2A wt mod	Bim-Bcl-XL	Bcl-2 Bim block	Cdc42 wt GTP	Rab7 wt modul	Rac1 mut GTP	HRas wt GTP bind	SMILES
-1	-5	-14	107	100	-4	-13	102	104	99	101	CSc1nc2ccc(S(=O)(=O)N3CCCCC3)cc2s1
0	-2	-3	112	102	1	-3	99	102	98	103	COc1ccc(-c2cc(C(F)(F)F)n3nc(N)nc3n2)cc1
-11	-15	-7	102	97	-16	-7	98	103	99	101	Cc1ccc(-c2csc(=Nc3cccnc3)n2CCCN2CCCC2=O)cc1C
2	0	-3	100	99	3	1	99	98	99	100	CCC(CC)C(=O)N(c1ccc(F)cc1)C1C=CS(=O)(=O)C1 (stereo not given)
0	-2	0	100	97	-2	1	99	102	101	101	CC1CCCCN1C(=O)c1cc(Cl)ccc1[N+](=O)[O-] (stereo not given)
-2	2	3	94	93	0	1	93	90	91	95	O=C(CO/N=C/c1ccc(OC(F)F)cc1)NC1CCCCCC1
-6	-8	-5	104	99	-6	-5	103	97	100	102	Cc1ncc([N+](=O)[O-])n1CCOC(=O)NC(NCc1cccnc1)C(Cl)(Cl)Cl (stereo not given)
5	-9	13	101	100	-2	4	96	101	99	101	COc1cc(-c2nc3ccc(C)cn3c2Nc2ccc3c(c2)OCCO3)ccc1O
